Pin1 inh: inhibitors of human Pin1 | Potency, µM (series often up to 115 µM), inactives show at the highest dose activity, negative = inhibition, hits mostly inhibitors | Pin1 FP peptide displacement, HiFluor488, 10 min | actives 0.009% (n = 390,000) | Q13526 | AID 504891; active means well fitted inhibition curve with a large enough effect in the polarisation, with a control signal flat, not every such curve was filed as active; inconclusive means small, poorly fitted or top-dose-only effect, or effect the other way, or a change in a side signal; inactive means no such curve, though single readings can be large or run the other way; the % refers to the polarisation; further: potency means the concentration at half of the fitted maximal effect; on the % scale 0 is the no-effect control and ±100 the full control effect
Target sequence (Q13526 whole entry, looked up): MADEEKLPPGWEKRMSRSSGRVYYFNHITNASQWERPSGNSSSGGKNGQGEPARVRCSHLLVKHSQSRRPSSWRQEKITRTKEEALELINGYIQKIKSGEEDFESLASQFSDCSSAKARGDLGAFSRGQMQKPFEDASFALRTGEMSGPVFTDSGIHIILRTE
TrxR1 substrate: is turned over as a substrate by rat TrxR1. purified TrxR1 substrate turnover, NADPH consumption readout. Potency, µM (top dose mostly 114 µM), for inactives: at the top dose activity change, negative = substrate turnover. actives 0.01% (n = 390,000); further: potency means the concentration at half of the fitted maximal effect; on the % scale 0 is the no-effect control and ±100 the full control effect; nearly all actives have a fitted effect of over 50% in size
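Rat TrxR1, dispensed at 90 nM, was prereduced with 400 uM NADPH (final) for 5 min at ~22 deg C, then incubated with compound 15 min before 400 uM selenite. A first-read NADPH fluorescence drop versus no-compound background flagged substrates.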
PI4K2A block: inhibitors of human PI4K2A. activity change, negative = inhibition, % at 76.9 µM. actives 0.13% (n = 420,000). purified PI4K2A, ADP-Glo luminescence, 1 h; active compounds read low. AID 1346378; in the data active means activity change below about -50%; inconclusive means mostly about -30% to -49%;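 further: -100% = wells without enzyme as full effect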
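Compounds are screened against recombinant PI4K2A using PI as substrate and ATP, the latter dispensed at 300 microM. Reactions run one hour at ambient temperature before ADP-Glo detection; full inhibition defined by wells lacking enzyme.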
HP1b binding inh: blocks HP1-beta chromodomain binding to methylated histone tails. P83916. AlphaScreen HP1-beta / biotin-H3K9me3 peptide binding. Potency, µM (top dose mostly 114 µM), inactives show at the top dose activity change, negative = inhibition, usual class: inhibitors. actives 0.56% (n = 390,000). AID 540317; further: potency means the concentration at half of the fitted maximal effect; nearly all actives have a fitted effect of over 70% in size; inactives centre near 23
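HP1-beta protein (50 nM final) preincubated 30 min at room temperature with biotinylated H3(1-18)K9me3 peptide (50 nM) in PBS pH 7.4, 0.01% Tween-20, then compound added for 30 min. AlphaScreen streptavidin donor/nickel chelate acceptor beads (10 ug/mL final), 30 min dark, luminescence read.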
IDH1 R132H inh: human IDH1 R132H inhibition. IDH1-R132H enzyme, NADPH consumption, diaphorase/resazurin fluorescence. Potency, µM (series often up to 76.6 µM), for the others: at the highest dose activity change, negative = inhibition, actives largely listed as inhibitors. actives 0.093% (n = 390,000); further: potency means the concentration at half of the fitted maximal effect; on the % scale 0 is the no-effect control and ±100 the full control effect; nearly all actives have a fitted effect of over 65% in size
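IDH1-R132H (0.5 ug/mL) preincubated 30 min with compound, then NADPH (0.016 mM) and alpha-KG (2 mM) added; 80 min at RT, pH 7.5. Remaining NADPH coupled via diaphorase/resazurin to fluorescence (540/590 nm); concentration-response curves normalized to no-enzyme control.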
GLS inh: glutaminase GLS (human) inhibition | actives 0.21% (n = 410,000) | Potency, µM (doses to about 45.5 µM), inactives show at the highest dose activity change, negative = inhibition, hits mostly inhibitors | GLS enzymatic activity, qHTS titration | AID 624170; further: potency means the concentration at half of the fitted maximal effect; on the % scale 0 is the no-effect control and ±100 the full control effect
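hKGA in 45 mM KH2PO4 pH 8.2, 0.02% Tween-20 with pin-transferred compounds; 1 mM L-glutamine (stock) plus glutamate oxidase/HRP/Amplex Red coupling added. Fluorescence read initially and after 30 min at RT.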
TrxR1 inh: inhibitors of rat thioredoxin reductase 1. Potency, µM (highest dose often 114 µM), for inactives: at the top dose activity change, negative = inhibition, most hits filed as inhibitors. recombinant rTrxR1, NADPH fluorescence consumption, selenite substrate. actives 1% (n = 390,000). O89049; further: potency means the concentration at half of the fitted maximal effect; on the % scale 0 is the no-effect control and ±100 the full control effect; nearly all actives have a fitted effect of over 65% in size
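Rat TrxR1 (90 nM in the dispensed reagent) was pre-reduced with 400 uM NADPH for 5 min at room temperature, then incubated with compound for 15 min. After 400 uM selenite was added, NADPH fluorescence (Ex 340/Em 450 nm) was followed for 8 min.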
PGK inhibitor: T. brucei PGK inhibition; Potency, µM (top dose mostly 57.5 µM), for the others: at the top dose activity change, negative = inhibition, usual class: inhibitors; P07378; actives 0.043% (n = 380,000); AID 602233; PGK/GAPDH coupled, Kinase-Glo luminescence, 60 min; further: potency means the concentration at half of the fitted maximal effect; on the % scale 0 is the no-effect control and ±100 the full control effect; nearly all actives have a fitted effect of over 60% in size
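Recombinant glycosomal PGK reaction used 1,3-bisphosphoglycerate generated in-well by GAPDH (100nM final) in 100mM TEA pH 7.6, 5mM MgCl2, 0.01% Tween-20. After 60 minutes at room temperature, ATP was read by Kinase-Glo Plus luminescence end-point.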
USP1 inh: inhibitors of human USP1/UAF1 deubiquitinase | O94782 | recombinant USP1/UAF1, Ub-Rhodamine cleavage fluorescence | Potency, µM (doses to about 57.1 µM), without a hit: top-dose activity change, negative = inhibition, most hits filed as inhibitors | actives 0.23% (n = 390,000) | AID 743255; further: potency means the concentration at half of the fitted maximal effect; on the % scale 0 is the no-effect control and ±100 the full control effect; nearly all actives have a fitted effect of over 60% in size; inactives centre near -12
Target sequence (O94782 whole entry, looked up): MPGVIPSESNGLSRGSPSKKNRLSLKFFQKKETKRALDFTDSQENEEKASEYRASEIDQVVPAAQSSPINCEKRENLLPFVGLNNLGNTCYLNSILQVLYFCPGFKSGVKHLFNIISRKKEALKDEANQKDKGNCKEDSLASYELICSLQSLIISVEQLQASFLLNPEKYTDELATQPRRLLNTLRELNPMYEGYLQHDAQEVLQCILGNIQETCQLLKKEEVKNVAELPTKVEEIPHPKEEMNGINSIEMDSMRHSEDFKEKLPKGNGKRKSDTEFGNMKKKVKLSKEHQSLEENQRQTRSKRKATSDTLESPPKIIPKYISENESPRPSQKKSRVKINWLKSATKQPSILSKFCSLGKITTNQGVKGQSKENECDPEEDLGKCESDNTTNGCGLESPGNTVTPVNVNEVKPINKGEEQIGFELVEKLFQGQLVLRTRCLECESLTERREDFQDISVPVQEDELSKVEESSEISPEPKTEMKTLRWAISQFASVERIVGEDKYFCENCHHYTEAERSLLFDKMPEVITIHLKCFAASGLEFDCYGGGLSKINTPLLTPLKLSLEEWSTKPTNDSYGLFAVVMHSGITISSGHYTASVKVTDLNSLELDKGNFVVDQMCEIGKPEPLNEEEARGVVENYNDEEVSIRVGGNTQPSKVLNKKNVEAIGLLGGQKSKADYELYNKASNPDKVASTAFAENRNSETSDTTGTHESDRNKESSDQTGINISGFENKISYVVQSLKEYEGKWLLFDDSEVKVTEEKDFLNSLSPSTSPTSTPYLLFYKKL
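High-throughput fluorogenic screen: 1nM USP1/UAF1 complex, Ub-Rho substrate 150nM final, 50mM HEPES pH 7.8 with 0.5mM EDTA, 0.1 mg/ml BSA, 1mM TCEP and 0.01% Tween-20.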
* marks the source's active call; other numbers are inactive results; [ ] = dose if it differs, or a comment. Unless noted, the call rests on the fitted dose curve; in most records, active means well fitted curve in the direction sought with a large enough effect; inconclusive means small, poorly fitted or top-dose-only effect, or another doubt; inactive means no such curve, though single readings can be large; an effect the other way counts as inactive or inconclusive.

How did CCOC(=O)c1cn[nH]c1NC(=S)Nc1ccc(Cl)cc1 do in these assays?
Pin1 inh: -8%; TrxR1 substrate: -2%[57.1 µM]; PI4K2A block: 0; HP1b binding inh: 12%; IDH1 R132H inh: 1%; GLS inh: 7%; TrxR1 inh: -1%[57.1 µM]; PGK inhibitor: -5%; USP1 inh: -8%

What do the screens show for `CCOC(=O)N1CCN(Cc2nc3cc([N+](=O)[O-])ccc3n2C)CC1`?
Pin1 inh: 0%; TrxR1 substrate: -1%; PI4K2A block: 3; HP1b binding inh: 63%[activator]; IDH1 R132H inh: -12%; GLS inh: -2%; TrxR1 inh: 0%; PGK inhibitor: -8%; USP1 inh: -4%

Results for Cc1nnc(-c2cnn(-c3ccccc3)c2N)n1Cc1ccc(F)cc1 ?
Pin1 inh: 1%; TrxR1 substrate: -4%; PI4K2A block: -1; HP1b binding inh: 17%; IDH1 R132H inh: 6%; GLS inh: 3%; TrxR1 inh: -6%; PGK inhibitor: 0%; USP1 inh: -22%

How did CCCN(CC(=O)Nc1ccccc1OC)C(=O)c1cc(-c2cccs2)nn1-c1ccccc1 do in these assays?
Pin1 inh: 42%[activator]; TrxR1 substrate: -4%; PI4K2A block: -1; HP1b binding inh: 29%; IDH1 R132H inh: 2%; GLS inh: -3%; TrxR1 inh: 8%; PGK inhibitor: -4%; USP1 inh: -6%

Results for O=C(CBr)c1ccc([N+](=O)[O-])c(CS(=O)(=O)c2ccc(Cl)cc2)c1 ?
Pin1 inh: 1%; TrxR1 substrate: 3%[57.1 µM]; PI4K2A block: -3; HP1b binding inh: 18%; IDH1 R132H inh: -9%; GLS inh: -6%; TrxR1 inh: inconclusive; PGK inhibitor: -6%; USP1 inh: -29%

How did CC(NCC(=O)Nc1ccccc1C(=O)NC1CC1)c1ccc(S(C)(=O)=O)cc1 (stereo unspecified) do in these assays?
Pin1 inh: -4%; TrxR1 substrate: 1%; PI4K2A block: 0; HP1b binding inh: 28%; IDH1 R132H inh: 5%; GLS inh: 1%; TrxR1 inh: 14%; PGK inhibitor: 6%; USP1 inh: -10%

Results for Cc1ccccc1Cc1ccc(Cl)nn1 ?
Pin1 inh: -2%; TrxR1 substrate: 4%[57.1 µM]; PI4K2A block: -3; HP1b binding inh: 30%; IDH1 R132H inh: 1%; GLS inh: -1%; TrxR1 inh: 16%[57.1 µM]; PGK inhibitor: -5%; USP1 inh: -8%

How did CCCCC(=O)Nc1nnc(C)s1 do in these assays?
Pin1 inh: -1%; TrxR1 substrate: -2%; PI4K2A block: -9; HP1b binding inh: 15%; IDH1 R132H inh: -1%; GLS inh: -1%; TrxR1 inh: 6%; PGK inhibitor: -1%; USP1 inh: 3%

What do the screens show for `O=C(CN1CCN(S(=O)(=O)c2ccc(F)cc2)CC1)c1ccc(O)c(O)c1`?
Pin1 inh: -14%; TrxR1 substrate: -11%[57.1 µM]; PI4K2A block: -4; HP1b binding inh: 18%; IDH1 R132H inh: 12%; GLS inh: inconclusive; TrxR1 inh: -66%; PGK inhibitor: inactive; USP1 inh: -9%

Results for COc1cccc2cc(-c3nc(-c4ccccc4)c(C)s3)c(=O)oc12 ?
Pin1 inh: 0%; TrxR1 substrate: 7%[0.0914 µM]; HP1b binding inh: 28%[57 µM]; TrxR1 inh: 7%

What do the screens show for `CCCC(=O)c1ccc(N2CCCC2)c(F)c1`?
Pin1 inh: -1%; TrxR1 substrate: -1%; PI4K2A block: -5; HP1b binding inh: 157%; IDH1 R132H inh: -4%; GLS inh: 21%; TrxR1 inh: -7%[57.1 µM]; PGK inhibitor: 7%; USP1 inh: -10%

What do the screens show for `CC(C)CN(C(=O)CCc1ccccc1Cl)c1c(N)n(Cc2ccccc2)c(=O)[nH]c1=O`?
Pin1 inh: 0%; TrxR1 substrate: -1%; PI4K2A block: 0; HP1b binding inh: 23%; IDH1 R132H inh: -3%; GLS inh: 0%; TrxR1 inh: 10%; PGK inhibitor: -2%; USP1 inh: -18%

Results for CC(=O)N(Cc1cccnc1)c1nc2c(C)cccc2s1 ?
Pin1 inh: 3%; TrxR1 substrate: -2%[57.1 µM]; PI4K2A block: -1; HP1b binding inh: 5%; IDH1 R132H inh: 10%; GLS inh: -5%; TrxR1 inh: 10%[57.1 µM]; PGK inhibitor: 0%; USP1 inh: -12%

How did CC1=CC(C)(C)NC(=S)N1c1ccc(Cl)cc1 do in these assays?
Pin1 inh: -3%; TrxR1 substrate: -4%[2.29 µM]; PI4K2A block: 0; HP1b binding inh: 11%[57 µM]; IDH1 R132H inh: 9%; GLS inh: -12%; TrxR1 inh: -1%[2.29 µM]; PGK inhibitor: -7%; USP1 inh: 6%

Results for CNC(=O)Cn1nc(C)c(S(=O)(=O)N2CCOCC2)c1C ?
Pin1 inh: inconclusive; TrxR1 substrate: 0%; PI4K2A block: -1; HP1b binding inh: 32%; IDH1 R132H inh: -9%; GLS inh: 1%; TrxR1 inh: 13%; PGK inhibitor: 9%; USP1 inh: -24%

Results for O=C(Nc1ccc(Cl)cc1)OCc1ccccn1 ?
Pin1 inh: 3%; TrxR1 substrate: -10%; PI4K2A block: -4; HP1b binding inh: 52%[activator]; IDH1 R132H inh: 1%; GLS inh: -2%; TrxR1 inh: -6%; PGK inhibitor: inactive; USP1 inh: -5%

How did CCOC(=O)c1ccc(-c2ccc3c(=O)c4ccccc4n(C)c3c2)cc1F do in these assays?
Pin1 inh: 1%; TrxR1 substrate: 9%; PI4K2A block: 4; HP1b binding inh: 25%; IDH1 R132H inh: -7%; GLS inh: -19%; TrxR1 inh: 31%; PGK inhibitor: -7%; USP1 inh: -10%

What do the screens show for `CCOC(=O)c1cc(-c2ccccc2)sc1NC(=O)C(C)Sc1nnc(N)s1` (stereo unspecified)?
Pin1 inh: 2%; TrxR1 substrate: -13%; PI4K2A block: 1; HP1b binding inh: 11%; IDH1 R132H inh: 0%; GLS inh: 6%; TrxR1 inh: -12%; PGK inhibitor: -3%; USP1 inh: -20%

Results for CCC12CN3CC(CC)(CN(C1)C3c1ccc([N+](=O)[O-])o1)C2=O (stereo unspecified) ?
Pin1 inh: 5%; TrxR1 substrate: -8%; PI4K2A block: -9; HP1b binding inh: -6%; IDH1 R132H inh: -2%; GLS inh: 6%; TrxR1 inh: 8%[57.1 µM]; PGK inhibitor: 0%; USP1 inh: -18%

How did COc1cccc(CNC(=O)c2ccc(-n3c(C)cc4c3CCCC4)cc2)c1 do in these assays?
Pin1 inh: 8%; TrxR1 substrate: 2%; PI4K2A block: -1; HP1b binding inh: 12%; IDH1 R132H inh: -1%; GLS inh: -3%; TrxR1 inh: inconclusive; PGK inhibitor: -3%; USP1 inh: -6%

Brought forward from above: two compounds; new compounds follow.
Results for CCC12CN3CC(CC)(CN(C1)C3c1ccc([N+](=O)[O-])o1)C2=O (stereo unspecified) ?
Pin1 inh: 5%; TrxR1 substrate: -8%; PI4K2A block: -9; HP1b binding inh: -6%; IDH1 R132H inh: -2%; GLS inh: 6%; TrxR1 inh: 8%[57.1 µM]; PGK inhibitor: 0%; USP1 inh: -18%

How did COc1cccc(CNC(=O)c2ccc(-n3c(C)cc4c3CCCC4)cc2)c1 do in these assays?
Pin1 inh: 8%; TrxR1 substrate: 2%; PI4K2A block: -1; HP1b binding inh: 12%; IDH1 R132H inh: -1%; GLS inh: -3%; TrxR1 inh: inconclusive; PGK inhibitor: -3%; USP1 inh: -6%

What do the screens show for `CC(C)NC(=O)CSCc1c(Cl)cccc1Cl`?
Pin1 inh: 0%; TrxR1 substrate: -2%; PI4K2A block: -3; HP1b binding inh: 51%; IDH1 R132H inh: 6%; GLS inh: 5%; TrxR1 inh: 1%; PGK inhibitor: 6%; USP1 inh: -19%

What do the screens show for `CCC(=O)c1ccccc1OCCCN1CCC(Cc2ccccc2)CC1`?
Pin1 inh: 3%; TrxR1 substrate: 3%; PI4K2A block: -2; HP1b binding inh: inconclusive; IDH1 R132H inh: 1%; GLS inh: 4%; TrxR1 inh: 5%; PGK inhibitor: -3%; USP1 inh: -21%

What do the screens show for `O=C(NNC(=O)c1cc(-c2cccc(Br)c2)nc2ccccc12)c1csc(N2CCOCC2)n1`?
Pin1 inh: 52%[activator]; TrxR1 substrate: -3%; PI4K2A block: -3; HP1b binding inh: 17%; IDH1 R132H inh: -2%; GLS inh: 2%; TrxR1 inh: 8%; PGK inhibitor: -9%; USP1 inh: -10%

How did CCN(CC)S(=O)(=O)c1ccc(S(=O)(=O)N2CCC(N3CCCCC3)CC2)cc1 do in these assays?
Pin1 inh: -3%; TrxR1 substrate: -1%; PI4K2A block: 1; HP1b binding inh: 14%[57 µM]; IDH1 R132H inh: -1%; GLS inh: 0%; TrxR1 inh: 8%; PGK inhibitor: -1%; USP1 inh: -6%

Results for CO/N=C/c1cccn1-c1nccc(OC)c1C#N ?
Pin1 inh: -2%; TrxR1 substrate: 10%[57.1 µM]; PI4K2A block: -3; HP1b binding inh: 13%; IDH1 R132H inh: -5%; GLS inh: 1%; TrxR1 inh: 27%[57.1 µM]; PGK inhibitor: -2%; USP1 inh: -13%

How did COc1ccc(CCNC(=O)c2c(O)nc3cc(C)ccn3c2=O)cc1OC do in these assays?
Pin1 inh: 5%; TrxR1 substrate: 5%; PI4K2A block: -1; HP1b binding inh: 26%; IDH1 R132H inh: -10%; GLS inh: 11%; TrxR1 inh: 10%; PGK inhibitor: 3%; USP1 inh: -2%

Screening data: PubChem, National Center for Advancing Translational Sciences (NCATS)

This is a subset; the hit share may differ from the screen's.
